Screening data (PubChem)
ssDAF-12 act = S. stercoralis DAF-12 nuclear receptor activators, primary screen, cell-based, luminescence, HEK293, GRIP1 co-expression, lit1-tk-luc; Nuclear hormone receptor DAF-12 (Strongyloides stercoralis); HEK293 ssDAF-12/GRIP1 lit1-tk-luc reporter; % of 3 µM dafachronic acid response; activation, % at 6.8 µM; 370,000 tested, 1% active; AID 652126, 2013;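 active means activation above the mean over all tested compounds plus 3 SD, cut at about 0.9% in these data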;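 further: 0% = DMSO-only wells and 100% = 3 µM delta7-dafachronic acid wells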
SMARCA2 activ = SMARCA2 (BRM) function activators, primary screen, cell-based, luminescence, high throughput; MG213 cells, MMTV-luciferase reporter, dexamethasone, overnight; activation, % at 9.1 µM; 370,000 tested, 1% active; AID 652017, 2013; in the data active means activation above about 7.8%;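 further: 0% = vehicle wells and 100% = reference activator wells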
DAX1 inh-1 = DAX1 (NR0B1) inhibitors on StAR promoter, primary screen, cell-based, luminescence, SF-1 (NR5A1), full-length DAX-1; HEK293T StAR-luciferase reporter, SF-1/DAX-1 repression relief; inhibition, % at 6.8 µM; 370,000 tested, 1.1% active; AID 652010, 2013;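 active means inhibition above the mean over all tested compounds plus 3 SD, cut at about 3.6% in these data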;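 further: 0% = DAX-1 cells with DMSO and 100% = cells lacking DAX-1 with DMSO; higher inhibition means more luminescence from relief of DAX-1 repression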
GC-A act = GC-A stimulated cGMP production enhancers – HEK293 GC-A cells, cGMP TR-FRET, EC30 ANP, primary screen; Atrial natriuretic peptide receptor 1 (Homo sapiens), P16066; 0% at EC30 ANP, 100% saturating ANP; activation, % at 10 µM; 370,000 tested, 0.14% active; AID 1671463, 2021; in the data active means activation above about 40%
DAX1 inh-2 = DAX1 (NR0B1) inhibitors, primary screen, cell-based, HEK293, Gal4-DAX1, luciferase luminescence; HEK293 Gal4-DAX1 luciferase reporter; inhibition, % at 6.75 µM; AID 504766, 2011; Nuclear receptor subfamily 0 group B member 1 (Homo sapiens), P51843; 340,000 tested, 0.99% active;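 active means inhibition above the mean over all tested compounds plus 3 SD, cut at about 4.2% in these data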;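 further: 0% = DAX1-transfected cells with DMSO and 100% = empty-vector control cells with DMSO; inhibition shows as a rise in luminescence from relieved DAX1 repression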
hgDAF-12 ag = H. glycines DAF-12 receptor agonists, primary screen, cell-based, luminescence, HEK293, GAL4 fusion, UAS-luciferase | Nuclear hormone receptor DAF-12 (Heterodera glycines), GAL4 fusion | HEK293 GAL4-hgDAF12 UAS-luciferase reporter, agonist luminescence; normalized to butyrate control | activation, % at 6.8 µM | 370,000 tested, 1.8% active | AID 687014, 2013;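 active means activation above a cutoff set at the mean of all screened compounds plus 3 SD, cut at about 10% in these data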;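 further: 0% = DMSO wells and 100% = sodium butyrate wells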
HGIII-sPLA2 inh = human group III sPLA2 inhibitors, primary screen, biochemical, QFRET, BODIPY PC-A2 liposome substrate. 370,000 tested, 0.56% active. QFRET BODIPY PC-A2 liposome hydrolysis, fluorescence. AID 743126, 2013. inhibition, % at 12.2 µM. Group 3 secretory phospholipase A2 (Homo sapiens), Q9NZ20;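 active means inhibition above mean plus 3 SD of compounds lying within the high and low control bounds, cut at about 19% in these data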;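 further: 0% = median of test compound wells and 100% = no enzyme DMSO wells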
Target sequence (Q9NZ20 whole entry, looked up): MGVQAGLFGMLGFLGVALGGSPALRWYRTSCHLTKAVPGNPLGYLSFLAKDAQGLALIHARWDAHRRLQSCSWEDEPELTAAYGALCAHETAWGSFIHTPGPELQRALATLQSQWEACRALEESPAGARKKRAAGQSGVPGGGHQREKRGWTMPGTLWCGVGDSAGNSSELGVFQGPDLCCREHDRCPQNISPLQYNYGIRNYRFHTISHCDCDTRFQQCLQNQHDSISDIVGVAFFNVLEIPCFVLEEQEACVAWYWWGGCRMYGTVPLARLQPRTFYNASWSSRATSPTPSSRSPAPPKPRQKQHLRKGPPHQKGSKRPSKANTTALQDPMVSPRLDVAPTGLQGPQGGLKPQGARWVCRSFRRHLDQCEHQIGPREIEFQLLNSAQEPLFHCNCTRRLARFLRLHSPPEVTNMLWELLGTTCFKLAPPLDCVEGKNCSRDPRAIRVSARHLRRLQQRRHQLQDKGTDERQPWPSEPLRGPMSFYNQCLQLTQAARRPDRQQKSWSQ
NPR2 activator = human GC-B receptor activators, primary screen, HEK293 GC-B cells, cGMP TR-FRET, EC30 CNP | activation, % at 10 µM | 370,000 tested, 0.11% active | 0% at EC30 CNP, 100% saturating CNP | AID 1920062, 2024;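 active means activation at 10 µM reaching about 35% in either raw or pattern-adjusted values, limit read from the data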
ADAM10 inh = human ADAM10 inhibitors, primary screen, biochemical, QFRET, HTS | 370,000 tested, 0.62% active | recombinant ADAM10, EDANS/DABCYL FRET peptide cleavage, 3 h | inhibition, % at 7 µM | AID 720582, 2013;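 active means inhibition above a per-campaign cutoff equal to the mean of compounds falling between control-based bounds plus 3 SD, cut at about 20% in these data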;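 further: 0% = DMSO wells while the 100% control is not disclosed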
Target sequence (O14672 214-748 limits assumed): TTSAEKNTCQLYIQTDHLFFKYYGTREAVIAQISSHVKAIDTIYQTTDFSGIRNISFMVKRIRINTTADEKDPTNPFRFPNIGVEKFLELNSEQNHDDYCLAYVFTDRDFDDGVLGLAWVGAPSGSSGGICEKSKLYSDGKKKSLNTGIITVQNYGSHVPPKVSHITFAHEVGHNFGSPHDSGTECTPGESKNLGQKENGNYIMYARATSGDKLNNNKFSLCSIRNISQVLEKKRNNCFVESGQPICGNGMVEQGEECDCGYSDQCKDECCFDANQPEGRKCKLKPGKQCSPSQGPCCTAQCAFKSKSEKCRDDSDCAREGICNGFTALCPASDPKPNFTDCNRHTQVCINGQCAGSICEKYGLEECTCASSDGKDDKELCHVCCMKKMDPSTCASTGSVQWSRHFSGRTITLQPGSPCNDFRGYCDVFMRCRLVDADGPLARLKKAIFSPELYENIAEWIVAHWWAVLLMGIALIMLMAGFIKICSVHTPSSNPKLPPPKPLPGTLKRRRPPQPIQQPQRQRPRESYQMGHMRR
FXN GAA850 act = FXN promoter activators, primary screen, cell-based, luciferase luminescence, HEK293 lucGAA850; HEK293 lucGAA850 FXN promoter luciferase reporter, 24 h; percent of 10 µM SAHA response; activation, % at 6 µM; 360,000 tested, 0.56% active;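 active means activation above the average of all compounds screened plus 3 SD, cutoff fixed separately per campaign, cut at about 7.5% in these data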;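 further: 0% = DMSO wells and 100% = 10 µM SAHA wells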
hcDAF-12 act = H. contortus DAF-12 nuclear receptor activators, primary screen, cell-based, luminescence, HEK293, lit1-tk-luc reporter; HEK293 hcDAF-12 lit1-tk-luc reporter; 0% DMSO, 100% Δ7-dafachronic acid; activation, % at 6.8 µM; 370,000 tested, 1.4% active;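 active means activation above the mean of all tested compounds plus 3 SD, cut at about 5.5% in these data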;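 further: 100% = response to 3 µM Δ7-dafachronic acid high control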
The depositor's hits bear a star.

`CNC(=O)CSc1nnc(-c2ccco2)n1-c1ccccc1OC` gave ssDAF-12 act -1.4, SMARCA2 activ -2.2, DAX1 inh-1 0.1, GC-A act 3.0, DAX1 inh-2 0.9, hgDAF-12 ag -0.5, HGIII-sPLA2 inh 4.5, NPR2 activator -0.8, ADAM10 inh -5.5, FXN GAA850 act 1.3 and hcDAF-12 act -2.2.
Screening Cc1cc(C(=O)CSc2nnnn2-c2ccc(O)cc2)c(C)n1Cc1ccc2c(c1)OCO2 returned ssDAF-12 act -0.4, SMARCA2 activ -5.4, DAX1 inh-1 -0.8, GC-A act -2.3, DAX1 inh-2 -0.7, hgDAF-12 ag -0.6, HGIII-sPLA2 inh -31.1, NPR2 activator 1.1, ADAM10 inh 10.6, FXN GAA850 act -2.1 and hcDAF-12 act 1.7.
Screening Cc1csc(N(C)C(=O)CSc2nnc(COc3ccccc3C)o2)n1 returned ssDAF-12 act -1.0, SMARCA2 activ -0.2, DAX1 inh-1 -1.0, GC-A act 0.9, DAX1 inh-2 0.0, hgDAF-12 ag 3.9, HGIII-sPLA2 inh -25.1, NPR2 activator -1.9, ADAM10 inh -0.9, FXN GAA850 act 1.4 and hcDAF-12 act 2.7.
Screening O=C1NC(=S)S/C1=C/c1ccc(Oc2cnccn2)cc1 returned ssDAF-12 act -0.8, SMARCA2 activ -0.9, DAX1 inh-1 -0.5, GC-A act -0.7, DAX1 inh-2 -0.4, hgDAF-12 ag 1.3, HGIII-sPLA2 inh -1.7, NPR2 activator -2.4, ADAM10 inh 7.7, FXN GAA850 act 1.7 and hcDAF-12 act -1.1.
CCN1CCN(C(=O)NCc2ccccc2)CC1 was read as ssDAF-12 act -1.6, SMARCA2 activ 2.6, DAX1 inh-1 -0.5, GC-A act 3.3, DAX1 inh-2 1.4, hgDAF-12 ag -0.8, HGIII-sPLA2 inh 5.7, NPR2 activator 3.5, ADAM10 inh -3.2, FXN GAA850 act 0.9 and hcDAF-12 act 0.3.
CCCNc1nc(OC(C(F)(F)F)C(F)(F)F)nc(OC(C(F)(F)F)C(F)(F)F)n1 was read as ssDAF-12 act -1.2, SMARCA2 activ -3.1, DAX1 inh-1 -0.3, GC-A act 5.3, DAX1 inh-2 0.6, hgDAF-12 ag -2.8, HGIII-sPLA2 inh 8.1, NPR2 activator -2.7, ADAM10 inh 3.9, FXN GAA850 act -1.1 and hcDAF-12 act -1.6.
Screening Cc1ccc2c(ccc[n+]2CC(=O)c2ccccc2)c1 returned ssDAF-12 act -1.1, SMARCA2 activ 11.7*, DAX1 inh-1 0.2, GC-A act 0.8, DAX1 inh-2 0.1, hgDAF-12 ag 2.8, HGIII-sPLA2 inh 6.6, NPR2 activator -0.3, ADAM10 inh -52.4, FXN GAA850 act 1.8 and hcDAF-12 act 2.2.
For COC(=O)[C@@]12CCCCN1[C@H](c1ccc(-c3ccc(F)cc3)c(OC)c1)[C@@H]1C(=O)N(C)C(=O)[C@@H]12 the results were ssDAF-12 act -1.6, SMARCA2 activ -1.0, DAX1 inh-1 -0.1, GC-A act 3.6, DAX1 inh-2 -0.4, hgDAF-12 ag -1.8, HGIII-sPLA2 inh -29.9, NPR2 activator -3.2, ADAM10 inh 11.2, FXN GAA850 act -2.7 and hcDAF-12 act 1.2.
`Cc1ccc(C(=O)NN2C(=O)C3C(C2=O)C2C=CC3C23CC3)cc1` (centres undefined) gave ssDAF-12 act -1.2, SMARCA2 activ 1.1, DAX1 inh-1 0.5, GC-A act 2.4, DAX1 inh-2 3.4, hgDAF-12 ag -3.2, HGIII-sPLA2 inh 2.9, NPR2 activator 3.7, ADAM10 inh 7.6, FXN GAA850 act 2.5 and hcDAF-12 act -0.3.
`O=C(COC(=O)c1cc2ccccc2cc1O)Nc1cccnc1Cl` gave ssDAF-12 act 1.0*, SMARCA2 activ -3.1, DAX1 inh-1 -0.3, GC-A act -2.3, DAX1 inh-2 0.4, hgDAF-12 ag 1.5, HGIII-sPLA2 inh 2.5, NPR2 activator 1.6, ADAM10 inh -6.2, FXN GAA850 act 0.6 and hcDAF-12 act 4.2.
COC(=O)c1ccc(C)c(NC(=O)C2COc3ccccc3O2)c1 (centres undefined) was read as ssDAF-12 act -1.2, SMARCA2 activ 2.6, DAX1 inh-1 -0.3, GC-A act -7.0, DAX1 inh-2 0.7, hgDAF-12 ag -2.2, HGIII-sPLA2 inh 2.7, NPR2 activator 9.7, ADAM10 inh 6.4, FXN GAA850 act 0.6 and hcDAF-12 act -1.7.
Screening O=C1CSC(c2ccc([N+](=O)[O-])cc2)N1CCN1CCCCC1 (centres undefined) returned ssDAF-12 act -1.5, SMARCA2 activ -2.9, DAX1 inh-1 0.0, GC-A act -0.4, DAX1 inh-2 2.1, hgDAF-12 ag 0.4, HGIII-sPLA2 inh -1.1, NPR2 activator -3.4, ADAM10 inh -6.7, FXN GAA850 act 0.5 and hcDAF-12 act 0.7.
`O=C(CSc1ccc(-c2cccnc2)nn1)c1ccc([N+](=O)[O-])cc1` gave ssDAF-12 act -0.9, SMARCA2 activ -3.4, DAX1 inh-1 -1.0, GC-A act -3.1, DAX1 inh-2 -2.7, hgDAF-12 ag -2.3, HGIII-sPLA2 inh -12.5, NPR2 activator -0.1, ADAM10 inh -2.2, FXN GAA850 act -0.3 and hcDAF-12 act -1.4.
Clc1ccc(-c2csc(Nc3cccnc3)n2)cc1 was read as ssDAF-12 act -0.9, SMARCA2 activ -2.6, DAX1 inh-1 -0.4, GC-A act 6.7, DAX1 inh-2 1.8, hgDAF-12 ag 3.4, HGIII-sPLA2 inh 9.9, NPR2 activator -10.2, ADAM10 inh 9.9, FXN GAA850 act 0.1 and hcDAF-12 act 0.6.
CCCCn1nc2cc(C(=O)N[C@H](C)C3CCCCC3)ccc2c1OCC was read as ssDAF-12 act -1.6, SMARCA2 activ 0.2, DAX1 inh-1 -1.0, GC-A act 0.8, DAX1 inh-2 -0.3, hgDAF-12 ag -3.2, HGIII-sPLA2 inh -0.2, NPR2 activator 1.9, ADAM10 inh inactive, FXN GAA850 act -0.3 and hcDAF-12 act 0.6.
O=C(CCc1ccccc1)Nc1ncc([N+](=O)[O-])s1 was read as ssDAF-12 act -0.9, SMARCA2 activ -2.3, DAX1 inh-1 4.5*, GC-A act 1.1, DAX1 inh-2 1.0, hgDAF-12 ag 11.2*, HGIII-sPLA2 inh -3.4, NPR2 activator 7.8, ADAM10 inh 2.9, FXN GAA850 act 0.9 and hcDAF-12 act 1.5.
For CCOc1ccc(CCNC(=O)COC(=O)c2ccc(Br)o2)cc1OCC the results were ssDAF-12 act -0.8, SMARCA2 activ -0.1, DAX1 inh-1 -1.3, GC-A act -0.1, DAX1 inh-2 0.2, hgDAF-12 ag -1.0, HGIII-sPLA2 inh -0.3, NPR2 activator -0.7, ADAM10 inh 10.5, FXN GAA850 act 0.9 and hcDAF-12 act -0.6.
For CCOC(=O)c1c(C)nc(C(Cl)(Cl)Cl)nc1N the results were ssDAF-12 act -1.9, SMARCA2 activ 0.8, DAX1 inh-1 -0.2, GC-A act 3.4, DAX1 inh-2 -0.1, hgDAF-12 ag 5.4, HGIII-sPLA2 inh 1.2, NPR2 activator 2.5, ADAM10 inh 3.1, FXN GAA850 act 5.7 and hcDAF-12 act 0.0.
CCC(=O)N1CCc2cc(Br)cc(S(=O)(=O)NCC3CCCO3)c21 (centres undefined) was read as ssDAF-12 act -0.5, SMARCA2 activ -2.1, DAX1 inh-1 0.0, GC-A act 5.2, DAX1 inh-2 0.8, hgDAF-12 ag -1.5, HGIII-sPLA2 inh 3.8, NPR2 activator 7.1, ADAM10 inh -7.3, FXN GAA850 act -1.6 and hcDAF-12 act 0.6.
For CCOc1ccc(-c2ccc(SCC(=O)NC3CCCCC3)nn2)cc1 the results were ssDAF-12 act -0.5, SMARCA2 activ 8.5*, DAX1 inh-1 2.9, GC-A act 3.0, DAX1 inh-2 2.0, hgDAF-12 ag 2.1, HGIII-sPLA2 inh 3.9, NPR2 activator -0.9, ADAM10 inh 5.0, FXN GAA850 act 4.4 and hcDAF-12 act 3.1.
`Fc1cc(Cl)ccc1NC(=S)NCCN1CCOCC1` gave ssDAF-12 act -1.3, SMARCA2 activ 1.1, DAX1 inh-1 0.4, GC-A act 1.6, DAX1 inh-2 -1.1, hgDAF-12 ag 1.0, HGIII-sPLA2 inh 0.6, NPR2 activator 2.5, ADAM10 inh 6.6, FXN GAA850 act -0.4 and hcDAF-12 act 0.4.
Screening O=C(CSc1nn(-c2ccccc2)c(=S)s1)NC(=O)NCc1ccco1 returned ssDAF-12 act -1.7, SMARCA2 activ -3.3, DAX1 inh-1 0.3, GC-A act -3.9, DAX1 inh-2 -0.7, hgDAF-12 ag -0.7, HGIII-sPLA2 inh -41.4, NPR2 activator -6.2, ADAM10 inh 10.9, FXN GAA850 act -1.6 and hcDAF-12 act 0.6.
For CCN1CCc2c(sc(NC(=O)c3ccc(S(=O)(=O)N4CCCC4)cc3)c2C(=O)NC)C1 the results were ssDAF-12 act -0.3, SMARCA2 activ 1.7, DAX1 inh-1 -1.5, GC-A act 6.9, DAX1 inh-2 -0.1, hgDAF-12 ag -0.5, HGIII-sPLA2 inh -17.5, NPR2 activator 4.0, ADAM10 inh -1.5, FXN GAA850 act 1.4 and hcDAF-12 act -1.7.
For O=C(CCc1ccc(S(=O)(=O)NCCc2ccccc2)cc1)Nc1ccc2c(c1)OCCO2 the results were ssDAF-12 act -1.1, SMARCA2 activ -0.4, DAX1 inh-1 -0.5, GC-A act -3.0, DAX1 inh-2 -1.3, hgDAF-12 ag 1.2, HGIII-sPLA2 inh -48.5, NPR2 activator -1.3, ADAM10 inh 3.8, FXN GAA850 act 0.0 and hcDAF-12 act -1.4.
Fc1ccc(-c2oncc2-c2nnnn2-c2ccccc2)cc1F was read as ssDAF-12 act -1.4, SMARCA2 activ 1.1, DAX1 inh-1 -0.6, GC-A act -1.4, DAX1 inh-2 0.1, hgDAF-12 ag -2.8, HGIII-sPLA2 inh -3.0, NPR2 activator 1.5, ADAM10 inh 9.9, FXN GAA850 act -2.2 and hcDAF-12 act -0.7.
For Cc1ccc(-n2c(N)c(Br)c(=O)[nH]c2=O)cc1C the results were ssDAF-12 act -1.3, SMARCA2 activ -2.0, DAX1 inh-1 0.7, GC-A act 2.0, DAX1 inh-2 0.8, hgDAF-12 ag -1.5, HGIII-sPLA2 inh 4.0, NPR2 activator 1.0, ADAM10 inh -12.8, FXN GAA850 act 1.8 and hcDAF-12 act 0.0.
